HEK293 NOD2/NF-kB – inhibition of NOD2-driven NF-kB reporter – cell-based, luminescence, uHTS, HEK293 (AID 1566). HEK293 NOD2/NF-kB luciferase reporter, luminescence; higher % means a stronger effect. inhibition, % at 4 µM, or EC50 in µM where a hit was titrated. 290,000 compounds, 0.63% hits; in the data active = inhibition above about 50%; note: many of its hits are not listed in these tables
MT stabilizer – stabilizes microtubules in HeLa cells. AID 2205. % tubulin-high responders, % at 10 µM. 200,000 compounds, 0.83% hits. HeLa tubulin immunostaining HCS, 24 h; share of cells brighter than vehicle mean+2SD;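 active = plate Z-score above 3 for both tubulin-high and condensed-nucleus cell shares, with cell loss under 80%, at 10 µM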;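 note: anti alpha tubulin signal scored within the nucleus-defined area of each cell; some results filed as inactive read as strong as hits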
NOD1 NF-kB reporter – inhibition of NOD1-driven NF-kB reporter – cell-based, luminescence, uHTS, primary screen (AID 1578); NOD1-driven NF-kB luciferase reporter cells, luminescence; higher % means a stronger effect; one-dose inhibition, % at 4 µM; EC50 in µM for titrated hits; 290,000 compounds, 1% hits; in the data active = inhibition mostly above about 36%, no sharp cut-off; inactive = mostly below about 34%;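 note: HEK-293T reporter cells stimulated with the NOD1 agonist gamma-tri-DAP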
Ins promoter up – MIN6 insulin promoter up-regulation; MIN6 insulin promoter-GFP reporter, high-content imaging; hits give high values; AID 1625; z-score at 5 µM; 190,000 compounds, 0.3% hits;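 active = z-score above 3 at 5 µM with at least 500 cells counted in the well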
Autophagy HCS – modulators of autophagy | MEF GFP-LC3 puncta imaging; test concentration mostly 10 µM | calls only at 10 µM (by protocol) | 190,000 compounds, 0.98% hits | AID 463193;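 active = percentage of spot-positive cells more than 3 SD above its plate mean, without a fluorescence outlier flag or 80% toxicity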;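 note: spot-positive cell cutoff set from DMSO-treated cells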
b-catenin transl – alters nuclear translocation of beta-catenin in HeLa cells. immunofluorescence imaging. 190,000 compounds, 0.3% hits. nuclear translocation activity, % at 5 µM;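 active = nuclear translocation activity above 50% at 5 µM, with a well cell count of 50 or more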;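 note: per-cell ratio of nuclear to cytoplasmic median beta-catenin stain intensity; plate controls were DMSO negative control for no effect and GSK-3 inhibitor IX positive control for full effect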
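Assay system: human HeLa cells, native beta-catenin; doses: 5 µM primary, 0.02–20 µM confirmation; incubation: compound treatment 24 h, 37°C, 5% CO2; technique: fluorescence imaging of beta-catenin antibody stain plus DAPI; measure: % activation, nuclear-to-cytoplasmic median beta-catenin signal ratio per cell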
Yfh1-depleted yeast – mitochondrial function rescue without frataxin homolog – Friedreich's ataxia, plus single-dose screen, dose response (AID 1465) | S. cerevisiae Yfh1-off respiration, WST-1 reduction, 72 h; higher fold induction means a stronger effect | one-dose fold induction at 50 µM; EC50 in µM for titrated hits | 220,000 compounds, 0.074% hits;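 active = fold induction of absorbance versus untreated yeast above a set limit, then at least 30% activation at any dose in follow-up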;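 note: activators that raise dye reduction in frataxin-depleted yeast; strong numbers were not always called active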
Dynein cargo inh – blocks dynein driven cargo transport along microtubules; 3617.4 mouse cells, GR-EGFP nuclear translocation imaging; test concentration mostly 20 µM; stimulated with dexamethasone, 1 µM; hits give low values; z-score, hits read low; 220,000 compounds, 0.47% hits; AID 1381;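 active = plate z-score of nuclear minus cytoplasmic receptor signal below a set negative limit, without overly bright fluorescence or cell loss, cut at about -3.5 in these data, passing the limit was not always enough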;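 note: z-score of nuclear minus cytoplasmic ring GR-EGFP intensity difference per well; some compounds called inactive have numbers as strong as hits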
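Also added – dexamethasone, 1.0 µM final · Buffer or medium – tet-free, stripped-serum medium · Schedule – induction 48 h, compound 1 h, agonist 30 min · Detection – formaldehyde fixation, Hoechst nuclear stain, 10x automated fluorescence imaging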
P. falciparum M17LAP – P. falciparum M17LAP inhibitors, primary screen, biochemical, fluorogenic H-Leu-NHMec substrate, 1536-well (AID 1619); recombinant M17LAP, H-Leu-NHMec fluorogenic kinetic assay; higher % means a stronger effect; inhibition, % at 30 µM; hits with a dose series show IC50 in µM; 220,000 compounds, 0.38% hits;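 active = compound inhibiting the enzyme by more than half at any dose during confirmatory dose-response retesting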;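 note: plate controls were full reaction with DMSO carrier for no effect and no enzyme background for full effect; strong numbers were not always called active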
Dynein cargo inh cytoplasmic EGFP – recorded beside Dynein cargo inh, whose call it bears; z-score; measured here: cytoplasmic GR-EGFP intensity; hits give high values
Dynein cargo inh nuclear GR-EGFP – recorded beside Dynein cargo inh, whose call it bears; z-score; measured here: nuclear GR-EGFP intensity;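 lower value marks the stronger effect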
Dynein cargo inh cell count – second read-out of Dynein cargo inh, no call of its own (marks repeat the call); z-score; measured here: cell count per field
Ins promoter up cell count – further read-out of Ins promoter up, marked with its call; cell count; measured here: cytotoxicity, nuclei count;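 total cells summed across four imaged fields per well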
b-catenin transl cell count 5 µM – further read-out of b-catenin transl, marked with its call; cell count; measured here: cell count, cytotoxicity flag
MT stabilizer Hoechst-high % – further read-out of MT stabilizer, marked with its call; % Hoechst-high responders; measured here: nuclear condensation Hoechst responders;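 share of cells brighter than vehicle mean plus two SD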
MT stabilizer cytotoxicity % – second read-out of MT stabilizer, no call of its own (marks repeat the call); toxicity, %; measured here: cytotoxicity by cell density;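 0% = mean cell density of plate MIN control wells and 100% = no cells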
Autophagy HCS cell loss 18 h – recorded beside Autophagy HCS, whose call it bears; toxicity, %; measured here: cell loss, nuclei count;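 cell loss after 18 h compound exposure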
Active calls of the source: *; i = inactive; x = not tested or not shown. This is a subset (hit frequency here may not be typical).

| cpd | Compound | HEK293 NOD2/NF-kB | MT stabilizer | MT stabilizer Hoechst-high % | MT stabilizer cytotoxicity % | NOD1 NF-kB reporter | Ins promoter up | Ins promoter up cell count | Autophagy HCS | Autophagy HCS cell loss 18 h | b-catenin transl | b-catenin transl cell count 5 µM | Yfh1-depleted yeast | Dynein cargo inh | Dynein cargo inh cytoplasmic EGFP | Dynein cargo inh nuclear GR-EGFP | Dynein cargo inh cell count | P. falciparum M17LAP |
| --- | --- | --- | --- | --- | --- | --- | --- | --- | --- | --- | --- | --- | --- | --- | --- | --- | --- | --- |
| 1 | CC(C)CN1C(=O)C(=Nc2cccnc2)c2ccccc21 | 10% | 2.7 | 3.6 | 9.0 | -18% | 0.18 | 1160 | i | -1 | 6.9 | 942 | i | 0.071 | -0.08 | 0.38 | -0.97 | -7% |
| 2 | CSc1nc2c(c(=O)[nH]1)C(c1cccc(Cl)c1)CC(=O)N2 (stereo not given) | -2% | 3.3 | 1.3 | 7.9 | -29% | 0.5 | 1209 | i | -1 | -1.1 | 1187 | i | 0.59 | -0.34 | 0.083 | -0.52 | 4% |
| 3 | CCN(CC)CCNC(=O)c1sc2ncn(CC(=O)Nc3ccc(C)c(Cl)c3)c(=O)c2c1C | 6% | 2.9 | 3.6 | 5.6 | -26% | -0.23 | 1170 | i | 5 | -1.4 | 1078 | i | -0.027 | -0.29 | 0.034 | 1.3 | 28% |
| 4 | CCSC1=N/C(=C/c2ccsc2)C(=O)N1c1ccccc1 | 8% | 2.5 | 1.3 | 2.1 | 50% | -0.05 | 1528 | i | -3 | 0.1 | 1095 | i | 0.43 | -0.25 | 0.053 | -0.0054 | -50% |
| 5 | COc1ccc(-c2csc(=Nc3c(C)n(C)n(-c4ccccc4)c3=O)n2C(C)(C)C)cc1 | 10% | 2.6 | 1.6 | 8.1 | -12% | 0.66 | 1307 | i | 4 | -2.4 | 879 | i | 0.097 | -0.23 | 0.29 | 0.38 | -8% |
| 6 | N#CCCN(CCC#N)S(=O)(=O)c1ccc(C(=O)Nc2nc(-c3ccccc3)c(C(=O)c3ccccc3)s2)cc1 | -5% | x | x | x | 23% | 0.67 | 1029 | x | x | -3.2 | 1329 | i | 1.8 | 0.12 | 2 | -2.7 | 11% |
| 7 | COc1ccccc1NC(=O)C(Sc1ccccc1)c1ccccc1 (stereo not given) | -7% | 1.5 | 3.1 | 2.6 | -18% | -0.44 | 1518 | i | 10 | 2.0 | 1086 | i | -0.85 | -0.32 | -0.56 | 1.2 | 0% |
| 8 | CC(=O)NCCC(=O)Nc1sc2c(c1-c1nc3ccccc3[nH]1)CCCC2 | 23% | 1.9 | 0.8 | 9.2 | 5% | -1 | 1435 | i | -28 | -1.9 | 1317 | i | -0.47 | -0.2 | 0.47 | 0.014 | -49% |
| 9 | Cc1ccc(S(=O)(=O)c2c(C)cc(C)nc2Oc2cccc(C(F)(F)F)c2)cc1 | 6% | 3.2 | 2.3 | 6.2 | 19% | -0.18 | 1401 | i | -17 | -0.1 | 1395 | i | 0.57 | -0.14 | 1 | 0.55 | 11% |
| 10 | S=c1sc2c(N3CCOCC3)ncnc2n1-c1ccccc1 | -22% | 5.6 | 3.6 | 10 | 9% | -0.21 | 936 | i | 4 | x | x | i | -0.44 | -0.16 | -0.064 | 0.31 | 17% |
| 11 | Cc1noc(C)c1S(=O)(=O)N1CCC(C(=O)N2CCN(C(=O)c3ccco3)CC2)CC1 | -2% | 1.7 | 1.1 | 9.8 | -22% | 1.1 | 872 | i | 7 | x | x | i | -0.64 | -0.065 | -0.032 | -0.89 | -1% |
| 12 | O=S(=O)(c1ccccc1)n1nc(-c2ccccc2)nc1NCc1ccco1 | 4% | 3.7 | 2.2 | 4.0 | -14% | -0.11 | 1573 | i | 5 | -4.4 | 957 | i | 1.5 | 0.61 | 1.3 | -1.3 | 9% |
| 13 | CC(C)C(=O)NCCc1nc2ccccc2n1C | -9% | 1.8 | 0.0 | 27 | -19% | 1.2 | 1293 | i | -1 | -4.3 | 1169 | i | 0.84 | -0.31 | 0.77 | -0.037 | 1% |
| 14 | Cc1sc(NC(=O)COc2ccccc2)c(C#N)c1C | -22% | 1.3 | 1.6 | 2.2 | -26% | -0.09 | 1160 | i | -7 | x | x | i | -0.44 | -0.21 | -0.21 | 0.65 | 15% |
| 15 | Cc1ccc(C)c(NC(=O)CCC(=O)OC(C(=O)c2ccccc2)c2ccccc2)c1 (stereo not given) | 0% | 2.6 | 2.2 | 10 | -16% | -0.4 | 1529 | i | -21 | 3.0 | 1337 | i | -0.14 | -0.21 | 0.55 | 0.4 | 5% |
| 16 | Cc1cc(C(=O)N[C@H](c2ccccc2)[C@@]2(C)C[C@@H]2[C@@H](C)C(=O)Nc2ccc3ccccc3c2)n(C)n1 | -3% | 3.7 | 2.6 | 7.1 | 1% | -0.27 | 1146 | i | -3 | -1.2 | 507 | i | -0.74 | -0.26 | 0.037 | 0.36 | 3% |
| 17 | CS(=O)(=O)Nc1ccccc1Oc1ccccc1 | 6% | 2.5 | 0.0 | 25 | -12% | -0.11 | 1223 | i | -3 | -1.0 | 526 | i | -0.77 | 0.016 | -0.083 | 1 | -1% |
| 18 | Nc1ccc(Oc2ccc(Cl)cc2)cc1 | 1% | 1.9 | 1.3 | 8.2 | 4% | 0.39 | 981 | i | 32 | x | x | i | -0.14 | 0.051 | 0.28 | -0.27 | -10% |
| 19 | Cc1cc(C)n(Cc2ccc(NC(=O)c3nn(C)cc3[N+](=O)[O-])cc2)n1 | 14% | 2.9 | 1.2 | 3.2 | 26% | 1.1 | 752 | i | 0 | 1.4 | 1008 | i | -1.3 | -0.11 | -0.12 | 1.1 | 8% |
| 20 | Cc1cc(C)cc(NC(=O)Nc2cccc(S(N)(=O)=O)c2)c1 | 1% | x | x | x | 2% | 0.25 | 1412 | x | x | 1.3 | 1148 | i | -0.026 | -0.2 | -0.23 | 0.43 | -2% |
| 21 | C=CCN=C(NC#N)SCC(=O)NCc1ccccc1 | 12% | 1.4 | 1.5 | 9.9 | -11% | 1.1 | 1141 | i | 0 | 0.0 | 1203 | i | -0.16 | 0.027 | -0.017 | -0.16 | 0% |
| 22 | CN(/C=C/C(=C/C=[N+](C)c1ccccc1)OCCCS(=O)(=O)[O-])c1ccccc1 | 11% | 3.8 | 1.9 | 3.4 | -38% | 0.14 | 1153 | i | -4 | -2.4 | 1203 | i | 1.7 | -0.17 | 0.46 | -1.2 | 3% |
| 23 | CN1CCCC1CCNS(=O)(=O)c1ccc(Br)cc1 (stereo not given) | 19% | 3.5 | 1.8 | 5.3 | -38% | 0.66 | 1248 | i | -20 | -2.5 | 1173 | i | -0.047 | 0.05 | 0.35 | -1 | 1% |
| 24 | CCCCOC(=O)Nc1sc2nc(C)cc(C)c2c1-n1cccc1 | -3% | 2.2 | 1.0 | 5.7 | -17% | -0.77 | 1391 | i | 24 | 0.1 | 1330 | i | -0.86 | -0.081 | -0.51 | 1 | 7% |
| 25 | COc1cccc(N2CCN(Cc3cccnc3)CC2)c1 | -13% | 3.4 | 3.2 | 17 | 6% | -0.34 | 1180 | i | -11 | -6.4 | 1043 | i | 0.15 | -0.24 | 0.44 | 0.46 | 5% |
| 26 | CCOP(=O)(OCC)C(NC(=O)c1cccs1)C(F)(F)F (stereo not given) | -6% | 1.3 | 2.2 | 0.7 | 33% | 0.67 | 1330 | i | 7 | -1.9 | 1099 | i | -1.3 | -0.2 | -0.78 | 0.86 | 11% |
| 27 | N#Cc1nc(COc2ccccc2Cl)oc1NCc1ccc(F)cc1 | -10% | 4.1 | 3.3 | 5.2 | 2% | -0.5 | 1504 | i | -55 | -0.1 | 849 | i | -0.33 | -0.18 | -0.088 | 0.26 | 12% |
| 28 | CNc1nc(CCN2C(=O)c3ccccc3C2=O)cs1 | 12% | 1.1 | 1.4 | 2.9 | 3% | x | x | i | 2 | x | x | i | -0.079 | -0.12 | -0.56 | -0.38 | 7% |
| 29 | COc1ccc(S(=O)(=O)NCCSCc2ccco2)cc1C | x | 2.4 | 1.6 | 6.9 | x | x | x | i | 2 | x | x | i | 0.35 | -0.21 | 0.17 | -0.94 | -2% |
| 30 | CCN(CC)C(=O)CC(c1ccc(F)cc1)c1ccco1 (stereo not given) | 10% | 3.8 | 2.4 | 4.0 | -6% | -0.05 | 1301 | i | -6 | 0.2 | 1074 | i | -3.4 | 0.19 | -1.8 | 0.26 | 8% |
| 31 | NS(=O)(=O)c1cccc(NC(=O)COC(=O)COc2ccc3ccccc3c2)c1 | -1% | 4.2 | 2.8 | 3.7 | -18% | 0.11 | 1218 | i | 3 | -1.6 | 1104 | i | -0.25 | -0.36 | -0.22 | 1 | 12% |
| 32 | N#Cc1cc(N)ccc1Sc1ccccc1 | -12% | 0.9 | 1.9 | 2.5 | 14% | x | x | i | 13 | x | x | i | -0.54 | -0.2 | -0.56 | 0.57 | -82% |

Just MT stabilizer Hoechst-high %, Autophagy HCS cell loss 18 h and Dynein cargo inh cytoplasmic EGFP, for two of the compounds above:
#	SMILES	MT stabilizer Hoechst-high %	Autophagy HCS cell loss 18 h	Dynein cargo inh cytoplasmic EGFP
8	CC(=O)NCCC(=O)Nc1sc2c(c1-c1nc3ccccc3[nH]1)CCCC2	0.8	-28	-0.2
20	Cc1cc(C)cc(NC(=O)Nc2cccc(S(N)(=O)=O)c2)c1	x	x	-0.2

Screening data (PubChem)
